Screens from PubChem BioAssay.
PfHsp90 set2: inhibits growth of yeast expressing Plasmodium falciparum Hsp90 | S. cerevisiae expressing PfHsp90, BacTiter-Glo ATP, 48 h; yeast lacking PDR1 and PDR3 efflux regulators | inhibition, % at 9.4 µM | 310,000 tested, 0.32% active;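 active = every replicate shows inhibition above about 80%, whatever the replicate mean, limit read from the data; inconclusive = mean inhibition reaches the set limit but some replicate falls short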;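 note: 0% = DMSO neutral controls and 100% = 20 µM radicicol positive controls; yeast relying on Plasmodium falciparum Hsp90 in place of its own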
MITF act: activators of MITF-driven TRPM1 promoter activity in SK-MEL-5 cells. activation, % at 12.5 µM. 300,000 tested, 0.75% active. AID 588334. SK-MEL-5 TRPM1-promoter luciferase, 24 h; % of positive control, neutral wells = 0;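 active = mean activation of at least 80% with every replicate also reaching 80%; inconclusive = mean reaches 80% but some replicate falls short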;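 note: 0% = neutral control wells and 100% = parthenolide positive control wells; values of inactives mirror those of a sister screen read the other way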
dFosB activator: mouse delta FosB homodimer activation. activation, % at 25 µM. purified delta FosB, TAMRA-CDK5 oligo fluorescence polarization; percent of positive-control signal above neutral wells. 340,000 tested, 0.99% active. P13346;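 active = mean activation above about 17%, with every replicate also reaching it, limit read from the data, passing the limit was not always enough; inconclusive = only one of the two conditions met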;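 note: fluorescence polarization rise as delta FosB binds a TAMRA Cdk5 AP-1 oligo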
SR-BI HDL uptake: inhibitors of mouse SR-BI mediated HDL lipid uptake. Q61009. ldlA[mSR-BI] CHO cells, DiI-HDL uptake fluorescence, 3 h. inhibition, % at 12.5 µM. 320,000 tested, 0.96% active;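 active = mean replicate inhibition of at least 70% and a set share of replicates each scoring 70 or more; inconclusive = meets just one of the two criteria; inactive = fails both criteria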;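 note: 0% = median of neutral control wells and 100% = median of positive control wells; values of inactives mirror those of a sister screen read the other way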
Rtt109 Vps75: C. albicans Rtt109 histone acetyltransferase inhibition. inhibition, % at 34.9 µM. purified Rtt109/Vps75, ThioGlo CoA-SH fluorescence, 4 h. Q5AAJ8. 330,000 tested, 0.16% active;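 active = inhibition of at least 50% in every replicate; inconclusive = best replicate reaches 50% inhibition but some replicates fall short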
CAL PDZ FP-1: human CAL PDZ-peptide interaction inhibition. Q9HD26. purified CAL PDZ, TMR-peptide fluorescence polarization, 1 h. inhibition, % at 20 µM. 330,000 tested, 0.02% active. AID 504414;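 active = highest replicate inhibition of at least 40%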;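 note: plate controls were DMSO neutral control wells for no effect and unlabeled competitor peptide control wells for full effect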
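Read-out basis: mP drop reported as inhibition | Assay system: Tagged CAL PDZ protein CerCALP, purified | Benchmarks: Unlabelled peptide for full inhibition, DMSO wells as neutral | Schedule: 1 h incubation at room temperature before polarization reading | Buffer or medium: Sodium phosphate/NaCl buffer pH 7.4 with TCEP, IgG, Thesit | Doses: Single point, 20 µM | Measured by: Fluorescence polarization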
CAL PDZ FP-2: CAL PDZ (human) peptide binding inhibition; Q9HD26; purified CAL PDZ, TMR-peptide fluorescence polarization, 1 h; inhibition, % at 24.9 µM; 300,000 tested, 0.92% active; AID 602252;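 active = mean inhibition of at least 30% with at least half of replicates also reaching 30%; inconclusive = no clear call, values can overlap the other calls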;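 note: 0% = DMSO neutral control and 100% = excess unlabeled competitor peptide PRC23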
NSD2 HMT inh: NSD2 (human) methyltransferase inhibition; 310,000 tested, 0.54% active; NSD2 peptide methylation, AlphaScreen, 120 min; inhibition, % at 12.5 µM; O96028; in the data active = inhibition above about 50%
SR-BI uptake up: enhances SR-BI lipid uptake from DiI-HDL | CHO ldlA[mSR-BI] cells, DiI-HDL uptake fluorescence, 3 h; 100 = double the neutral-control signal | activation, % at 12.5 µM | 320,000 tested, 0.096% active;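 active = mean replicate activation of at least 60% and every replicate at or above 60%; inconclusive = mean or all-replicate condition met, but not both; inactive = mean below 60% and not all replicates reaching 60%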;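 note: 0% = median plate neutral-control signal and 100% = twice that signal; values of inactives mirror those of a sister screen read the other way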
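System: CHO ldlA[mSR-BI] cells / Medium: HEPES-buffered (25 mM, pH 7.4) F12 plus 0.5% BSA / Probe or stimulus: labelled HDL, 10 µg/mL / Doses: single compound concentration, delivered by pin transfer / Schedule: 3 h, 37 °C / Measured by: DiI fluorescence, bottom read / Measure: cell-associated DiI fluorescence as measure of HDL uptake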
PvdQ acylase: blocks Pseudomonas aeruginosa PvdQ acylase activity | purified PvdQ acylase, fluorescence plate reader | inhibition, % at 10 µM | 340,000 tested, 0.063% active; in the data active = inhibition above about 30%, passing the limit was not always enough; inconclusive = no clear call, values can overlap the other calls;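 note: 0% = vehicle neutral wells and 100% = reference inhibitor wells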
* = called active by the depositor; ? = inconclusive; nt = not tested or not shown. Compounds were not picked by outcome; about 4.3% have a hit in one of these screens.

Compound,MITF act,SR-BI HDL uptake,PvdQ acylase,Rtt109 Vps75,CAL PDZ FP-2,PfHsp90 set2,SR-BI uptake up,CAL PDZ FP-1,NSD2 HMT inh,dFosB activator
CCN(CC)S(=O)(=O)c1ccc(N2CCCC2)c(C(=O)OCC(=O)N2CCCC2)c1,-2,-15,-9,2,-4,-13,15,1.0,-3,-9
CSc1nnc2c(=O)[nH]c(=O)n(C)c2n1,-17,-10,6,7,5,nt,10,0.5,-1,2
CCCCOCC(O)Cn1c(C)nc2ccccc21 (configuration not stated),-5,-21,-1,-1,-7,nt,21,0.7,1,6
COc1cc(OC)c2c(-c3cccc(-c4ccc(N(C)C)cc4)c3)cc(=O)oc2c1,-54,55,6,5,-4,-4,-55,-0.5,nt,-2
Cn1cc(C(=O)c2ccc(Cl)cc2Cl)cc1C(=O)N/N=C(\N)COc1cccc(C(F)(F)F)c1,2,81*,-15,-6,-3,26,-81,-0.1,-1,-9
O=S(=O)(N1CCCCC1)N1CCNCC1,-4,-26,-2,12,-2,1,26,-0.3,0,-1
CC(=O)C[C@@H](O)CC(=O)[C@@H]1OC(=O)CCCCCCCCc2ccccc21,7,-1,-10,1,4,18,1,-0.9,nt,1
CC1C(=O)Nc2ccccc2N1C(=O)c1ccc(F)cc1 (configuration not stated),1,-26,-8,3,-5,-4,26,nt,-2,-6
CCCC(=O)NC(c1ccc(Cl)cc1)c1ccc2cccnc2c1O (configuration not stated),-73,9,-5,15,-2,115*,-9,-19,1,-7
COc1ccccc1NS(=O)(=O)c1cc(NC(=O)Nc2ccccc2)ccc1N1CCCCC1,-9,25,-6,1,-3,7,-25,-3.4,-3,1
O=C(NCCCN1CCCC1=O)c1cc(=O)c2ccccc2o1,-14,-31,-14,4,-4,-2,31,-1.2,-1,-11
CCCc1cc(=O)[nH]c(SCCc2ccccc2)n1,nt,-11,-9,4,nt,-16,11,0.0,1,-4
O=C(NC1CCCC1)C(c1ccccc1)N(Cc1ccccc1)C(=O)c1csnn1 (configuration not stated),-3,-12,-9,3,-4,-10,12,-0.3,-4,-7
COc1cc(-c2nnc(Sc3ccc(C(F)(F)F)cc3[N+](=O)[O-])o2)cc(OC)c1OC,3,-13,-12,1,1,-11,13,nt,1,-8
Cc1nc2c(-c3ccccc3)c(C)nn2c(C)c1CCC(=O)O,-6,-12,-3,-10,-9,-18,12,-1.4,nt,3
COc1ccccc1NC(=O)CSc1n[nH]c(-c2ccco2)n1,16,-9,-13,-4,nt,-8,9,-1.0,-1,-13
CCOc1ccc(NC(=O)CSc2nccn(-c3ccc4c(c3)OCCO4)c2=O)cc1,3,-4,-14,?,-3,-7,4,-2.5,1,2
Fc1ccccc1Cc1noc(CN2CCN(Cc3ccc4c(c3)OCO4)CC2)n1,17,-18,-13,-3,-5,19,18,-0.9,3,-5
Cc1cccc(-c2cc3nc(C)cc(C)n3n2)c1,28,21,14,7,5,-6,-21,0.5,-5,-6
CCOc1ccc(-c2noc(CCCC(=O)NC3CCCC3)n2)cc1OC,9,21,4,-6,-6,10,-21,-2.3,-6,-1
COc1ccc(C)cc1NC(=O)NCc1ccccn1,-8,12,-10,-3,-3,33,-12,-1.4,0,6
CC(OC(=O)/C=C/c1ccc2ccccc2n1)C(=O)N(C)c1ccccc1 (configuration not stated),-9,23,4,-3,-2,4,-23,-0.9,-1,-13
O=C(Nc1ccccc1)N1CCN(Cc2ccc3c(c2)OCO3)CC1,0,nt,6,11,-1,-11,nt,0.0,nt,9
O=C(CN(C(=O)CCC(=O)Nc1nccs1)c1cccc(F)c1)NCc1ccc2c(c1)OCO2,-11,6,14,6,10,-2,-6,-0.9,0,-6
CCOC(=O)c1ccc(NC(=O)CSc2nnnn2CCCO)cc1,-1,5,-15,-11,nt,nt,-5,-0.5,0,5
CCOC(=O)C1CCCN(c2ncnc3c2oc2ccccc23)C1 (configuration not stated),0,-22,-1,-1,2,-11,22,-1.8,-6,-25
S=c1[nH]nc(-c2ccco2)n1/N=C/c1cccc(Cl)c1,nt,nt,-14,-5,-1,-2,nt,-2.8,2,-1
O=C(Cc1cccs1)Nc1cccc(-c2nnc(-c3ccco3)o2)c1,37,21,-3,-8,8,-6,-21,-5.6,-2,-50
CCN(Cc1ccccc1)C(=O)C1CCN(Cc2ccc(OC)c(OC)c2OC)CC1,-3,21,-13,-12,nt,nt,-21,0.6,-1,-6
CC(=O)c1cccc(NC(=O)COC(=O)CCC(=O)c2cccs2)c1,3,-41,-8,3,-3,nt,41,-3.2,3,-7
C#Cc1cccc(C(=O)N2CCCC(C(=O)c3ccc(OC)cc3C)C2)c1 (configuration not stated),6,-11,-17,8,-6,-7,11,-2.4,-2,-6
CCC(C)(C)n1nnnc1C(c1cc2cccc(C)c2[nH]c1=O)N1CCCC1 (configuration not stated),-7,-14,-5,-1,-3,nt,14,-1.4,10,-13
COc1ccc(CCNC(=O)c2csc3c2CCCC3)cc1OC,-9,35,-11,0,-6,11,-35,0.8,-2,-15
O=S(=O)(Cc1cc(NCc2ccccc2)nc(-c2ccccn2)n1)c1ccccc1,8,11,-3,0,1,-18,-11,-1.1,5,-5
Cc1onc(-c2ccccc2Cl)c1C(=O)NCc1nc(-c2ccc(C(F)(F)F)cc2)no1,nt,-2,5,-7,10,1,2,0.0,-1,-7
O=C(NCc1ccc(F)cc1)C1CCCN(c2cnccn2)C1 (configuration not stated),-5,-18,-8,-12,0,-14,18,-4.3,2,-3
O=c1oc2ccccc2n1Cn1c(=O)oc2ccccc21,nt,8,-4,1,-2,nt,-8,-0.4,-10,3
COc1ccc(C(=O)Oc2ccc(=O)n(-c3ccccc3)n2)cc1,nt,4,5,7,-3,nt,-4,-3.9,1,3
COc1ccc(NC(=O)Cn2nnc(C(=O)NCc3cccc(OC)c3)c2N)cc1,2,24,-8,4,nt,0,-24,0.6,nt,8
CC(C)C(NC(=O)C(Cc1ccccc1)NC(=O)OCc1ccccc1)C(=O)O (configuration not stated),2,-24,0,7,-1,10,24,1.4,-6,-7
COc1cccc(CCC(=O)O)c1OC,-15,6,-9,-20,-6,-4,-6,-4.7,-1,-6
CC1(Br)C2CCCC1C2S(=O)(=O)c1ccccc1 (configuration not stated),10,19,-11,-7,-4,-6,-19,-2.3,-2,0
CCN(CC)S(=O)(=O)c1ccc(OC)c(-n2cnnn2)c1,0,-19,-9,-1,-3,7,19,-1.5,3,-7
CCOCCCNC(=O)CSc1nc2nc(C)c(Cc3ccccc3)c(C)n2n1,-8,nt,-5,-9,-1,7,nt,-2.1,-4,-16
COc1cccc(N2C(=O)CC(NNc3nc4ccccc4s3)C2=O)c1 (configuration not stated),nt,9,-16,-7,-7,-25,-9,-1.2,1,-1
COc1ccc(OC)c(C2C(C#N)=C(N)Oc3c2c(C)nn3-c2cccc(Cl)c2)c1 (configuration not stated),-9,-8,-13,4,-2,nt,8,-1.2,3,-9
Nc1nonc1-c1nc2ccccc2n1CC(=O)N/N=C\c1ccc(-c2ccc(Cl)cc2)o1,-13,6,6,12,-2,-7,-6,nt,-1,35*
c1ccn2cc(CSC3=NCCS3)nc2c1,53,-17,-10,-11,4,13,17,-1.7,14,-4
COc1cccc(-n2cc(-c3ccc(F)cc3)[nH]c2=S)c1,41,18,-11,-5,-6,19,-18,-0.3,4,-10
Nc1ccc(-c2nc3c(ccc4ccccc43)[nH]2)cc1,-28,27,-35,8,-1,23,-27,-8.2,11,1

Additional records follow:
Compound,MITF act,SR-BI HDL uptake,PvdQ acylase,Rtt109 Vps75,CAL PDZ FP-2,PfHsp90 set2,SR-BI uptake up,CAL PDZ FP-1,NSD2 HMT inh,dFosB activator
O=C(CNC(=O)OCc1ccccc1)NC(Cc1cnc[nH]1)C(=O)O (configuration not stated),0,1,-10,-4,-1,-24,-1,-0.9,0,-3
NC1=NC(c2ccccc2Cl)n2c(nc3ccccc32)N1 (configuration not stated),-4,8,-9,0,-8,36,-8,0.2,-1,-5
O=c1c([N+](=O)[O-])cc(C(F)(F)F)cn1Cc1cccc(Cl)c1,-5,-6,1,4,nt,nt,6,-1.1,3,-4
COc1cccc(-n2nc3c(=S)[nH]nc(C)c3c2C)c1,19,-14,-7,0,-3,21,14,-0.3,2,-5
O=S(=O)(NC1CCN(Cc2ccccc2)CC1)c1cccc(S(=O)(=O)N2CCOCC2)c1,6,-15,3,5,1,20,15,nt,1,-3
O=C(O)CNS(=O)(=O)c1ccc2[nH]c(=O)c(=O)[nH]c2c1,2,3,-5,1,4,-7,-3,1.3,0,8
OCCNc1nc(OCC(F)(F)F)nc(N2CCN(C34CC5CC(CC(C5)C3)C4)CC2)n1,12,-21,-13,1,0,1,21,-0.9,-3,-5
